HIF-2a inh: HIF-2a reporter inhibitors, primary screen, luminescence, 786-0 RCC cells; 786-0 RCC cells HIF-2a reporter, luciferase luminescence, overnight; inhibition, % at 18.8 µM; 360,000 tested, 0.72% active;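 active means inhibition of the luminescence signal of 40% or more relative to plate controls, in a single-dose primary screen at 18.75 µM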
Cardio protect: cardioprotection against H2O2-induced cell death, primary screen, uHTS, H9c2 cells, ATPLite luminescence | protection from H2O2 cell death, % at 20 µM | H9c2 cardiomyocytes, H2O2 injury protection, 2 h | 360,000 tested, 0.63% active;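 active means compounds giving at least 50% protection of heart cells from peroxide-induced death in the single-dose screen, raw or plate-pattern-corrected value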;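 further: 0% = DMSO wells with peroxide and 100% = DMSO wells without peroxide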
MITF TRPM1 inh: inhibitors of MITF-dependent TRPM1 promoter reporter, primary screen, cell-based, SK-MEL-5, single point, luciferase; 330,000 tested, 0.83% active; SK-MEL-5 TRPM1 promoter luciferase, 24 h; inhibition, % at 12.5 µM;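 active means mean inhibition across replicates of 60% or more, whatever share of single replicates reaches that level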; further: values of inactives mirror those of a sister screen read the other way
hiPSC survival: enhancers of single-cell hiPSC survival, primary screen, ATPlite luminescence. 100% = ROCK inhibitor wells, 0% = DMSO. survival enhancement, % at 20 µM. AID 602274, 2012. 360,000 tested, 0.044% active; in the data active means survival enhancement above about 18%;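 further: cells exposed to compounds for 16 hours before the ATP read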
PDI inh: inhibitors of human PDI, primary screen, biochemical, turbidity, single point, plate reader; inhibition, % at 10 µM; Protein disulfide-isomerase (Homo sapiens), P07237; 350,000 tested, 0.052% active; PDI insulin aggregation turbidity, A650, 90 min;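 active means mean inhibition across replicates of 30% or more, whatever share of single replicates reach that level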;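 further: absorbance from insulin aggregation driven by PDI reduction with DTT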
NR2E3 ag-1: inhibitors of NR2E3-RetCOR corepressor binding, primary screen, NR2E3 agonist project, biochemical, TR-FRET, GST-NR2E3, biotin-RetCOR; Photoreceptor-specific nuclear receptor (Homo sapiens), Q9Y5X4; 320,000 tested, 0.12% active; 1536-well; AID 2300, 2010; inhibition of corepressor binding, % at 4.78 µM;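 active means percent inhibition above the cutoff of mean plus 3 SD of all tested compounds, set per screening campaign, cut at about 20% in these data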;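 further: 0% = DMSO wells and 100% = biotin wells as full block of FRET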
Target sequence (Q9Y5X4 whole entry, looked up): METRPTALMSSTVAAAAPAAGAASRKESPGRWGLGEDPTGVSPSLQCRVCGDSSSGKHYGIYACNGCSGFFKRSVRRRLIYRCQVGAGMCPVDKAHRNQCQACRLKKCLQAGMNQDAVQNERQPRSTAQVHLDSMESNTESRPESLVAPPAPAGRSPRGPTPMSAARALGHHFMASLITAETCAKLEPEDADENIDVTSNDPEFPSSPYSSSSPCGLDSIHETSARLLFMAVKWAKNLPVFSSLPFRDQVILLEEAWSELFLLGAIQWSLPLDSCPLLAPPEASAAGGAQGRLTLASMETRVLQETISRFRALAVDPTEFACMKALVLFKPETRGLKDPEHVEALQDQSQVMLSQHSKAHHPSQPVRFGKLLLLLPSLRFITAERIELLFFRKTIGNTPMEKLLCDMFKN
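Test system – NR2E3–RetCOR corepressor complex · Quantity – NR2E3 fusion 1.35 nM · Buffer or medium – Tris pH 7.5 · Incubation – Compound–protein incubation for 5 h at 4 °C · Technique – TR-FRET, Eu(K)-anti-GST donor, streptavidin-D2 acceptor, ex 340, em 617/671 nm · Evaluation – percent inhibition of 671/617 nm emission ratio versus biotin and DMSO controls · Plate – 1536-well format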
CaV13 ICDI inh: Disruptors of the CACNA1D IQ motif to Ca2+-dependent inactivation inhibitor domain association, primary screening, Förster resonance energy transfer in intact living …; 340,000 tested, 0.098% active; HEK cells, CFP/YFP FRET ICDI-IQ, plate reader, 10 min; percent FRET-ratio fall versus neutral wells; inhibition, % at 12.3 µM;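 active means mean replicate inhibition of at least 30% and at least 1% of replicates passing that level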;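 further: 0% = median of the neutral control wells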
NR2E3 ag-2: NR2E3 agonists in two-hybrid cells, primary screen, cell-based, luminescence, CHO-S, Gal4-NCOR/VP16-NR2E3. Photoreceptor-specific nuclear receptor (Homo sapiens), Q9Y5X4. luciferase. inhibition of corepressor binding, % at 3.98 µM. 360,000 tested, 0.35% active. AID 602229, 2012;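 active means inhibition above the mean of all tested compounds plus 3 SD, cut at about 70% in these data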;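 further: 0% = DMSO with NR2E3 transfected cells and 100% = cells lacking NR2E3 construct; higher means lower luciferase signal from less NR2E3 corepressor binding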
Peg3 prom inh: Peg3 promoter-driven luciferase inhibitors, primary screen, cell-based, HeLa, luciferase luminescence; 360,000 tested, 1.7% active; AID 588405, 2011; HeLa PEG-Prom luciferase reporter, overnight; inhibition, % at 20 µM;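 active means inhibition of at least 50% at 20 µM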
Shn3 3UTR inh: reduction of Shn3 3'UTR firefly luciferase signal, primary screen, Schnurri-3 inhibitor project, cell-based, Clone20 osteoblasts, set 2. Clone20 osteoblast Shn3 3'UTR firefly luciferase, 24 h. inhibition, % at 12.5 µM. 360,000 tested, 0.52% active. AID 588674, 2011;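 active means mean inhibition of at least 75% with every replicate also reaching 75%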;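 further: 0% = median of neutral control wells and 100% = pilot-screen positive control compound; some compounds past the cut are filed as inactive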
HTR2A ag: mouse Htr2a agonists via beta-arrestin recruitment, primary screen, cell-based, luminescence; 5-hydroxytryptamine receptor 2A (Mus musculus), P35363; CHO-K1 mHTR2A beta-arrestin complementation; percent of 30 µM serotonin response; activation, % at 7.6 µM; 360,000 tested, 0.66% active; AID 624169, 2012;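 active means activation above a run cutoff, the mean activation of all tested compounds plus 3 SD, cut at about 14% in these data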;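 further: 0% = plate median of compound wells and 100% = 30 µM serotonin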
Target sequence (P35363 whole entry, looked up): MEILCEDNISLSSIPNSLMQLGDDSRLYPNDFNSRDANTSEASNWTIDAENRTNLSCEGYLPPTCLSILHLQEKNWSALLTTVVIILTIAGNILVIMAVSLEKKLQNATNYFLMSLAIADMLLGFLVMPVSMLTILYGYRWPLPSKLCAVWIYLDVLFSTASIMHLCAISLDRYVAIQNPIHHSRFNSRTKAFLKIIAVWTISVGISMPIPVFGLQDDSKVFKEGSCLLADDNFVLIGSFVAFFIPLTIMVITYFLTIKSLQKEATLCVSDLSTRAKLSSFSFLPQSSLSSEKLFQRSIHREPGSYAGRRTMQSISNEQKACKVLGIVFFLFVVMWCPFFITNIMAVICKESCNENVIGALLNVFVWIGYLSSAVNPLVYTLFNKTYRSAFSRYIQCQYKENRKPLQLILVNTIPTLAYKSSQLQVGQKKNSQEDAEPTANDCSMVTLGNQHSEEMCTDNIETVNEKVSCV
Numbers without * were called inactive; nt = not tested or not shown. The order is random; any-hit rate near 3.9%.

SMILES	HIF-2a inh	Cardio protect	MITF TRPM1 inh	hiPSC survival	PDI inh	NR2E3 ag-1	CaV13 ICDI inh	NR2E3 ag-2	Peg3 prom inh	Shn3 3UTR inh	HTR2A ag
CN(CC(=O)N1CCN(c2ccc(F)cc2)CC1)S(=O)(=O)c1ccc2c(c1)c(=O)n(C)c(=O)n2C	15.1	8.3	-2.2	0.7	8.5	3.9	-6.2	-17.5	-17.9	-6.8	-3.7
Cc1cccc(NC(=O)[C@H](Cc2c[nH]c3ccccc23)NC(=O)[C@@H]2Cc3ccccc3CN2)c1	-41.0	-2.4	5.5	0.5	nt	-1.6	nt	-39.3	-13.1	3.3	-0.3
CCCNC(=O)C1(C)CCCN(Cc2c(C)nn(-c3ccccc3)c2C)C1 (centres undefined)	6.9	5.9	nt	0.0	1.1	nt	-6.8	-9.4	5.5	-55.6	2.9
Cc1c(C(=O)N(Cc2ccccc2)C2CCS(=O)(=O)C2)oc2ccccc12 (centres undefined)	5.2	4.2	2.9	1.5	nt	3.4	-5.9	-8.2	19.2	15.0	-6.3
Cn1ccnc1C(=O)Cc1ccc([N+](=O)[O-])cc1	-5.1	11.1	nt	-0.2	0.3	1.9	-3.1	4.0	-15.0	-0.9	2.4
O=C1CC2(CCCCC2)Oc2ccc(O)cc21	17.9	-4.5	-1.3	-1.7	3.0	-3.2	-7.3	-20.1	2.3	7.1	-2.0
O=C1CNC(=S)N1c1nc2ccccc2s1	15.9	2.6	0.6	-0.5	4.6	-2.9	-4.4	-9.8	0.3	5.6	4.2
O=C(COC(=O)c1cccc(S(=O)(=O)N2CCCCCC2)c1)Nc1ccccc1C(F)(F)F	13.8	-0.5	2.2	-1.8	-0.4	2.7	-5.1	-8.4	6.2	5.3	2.1
Cc1ccc(OC(=O)c2ccc(C)c([N+](=O)[O-])c2)cn1	6.1	-2.9	-4.4	-0.7	-7.1	-0.1	-2.3	-29.3	-9.3	-4.7	-0.2
COC(=O)C1=C(C)N(Cc2ccccc2)C(=NCc2ccccc2)N[C@H]1c1cccc(F)c1	6.5	-13.8	51.3	-2.2	4.0	-0.8	-4.9	5.8	101.0*	-0.3	7.4
COC(C[C@@H]1O[C@@H]1[C@H](O)[C@@H](C)OCc1ccccc1)OC	2.3	2.1	-0.2	1.9	1.4	3.3	-4.3	-16.1	-14.2	-0.5	1.0
CN(C(=O)c1cccc(OC2CCN(S(=O)(=O)N(C)C)CC2)c1)C1CCOC1 (centres undefined)	-56.4	-3.1	-16.7	-0.3	0.9	nt	-4.6	-29.2	-77.2	-19.2	0.5

Look-ups from above:
Reading of Cn1ccnc1C(=O)Cc1ccc([N+](=O)[O-])cc1 in Peg3 prom inh: -15.0
Reading of O=C(COC(=O)c1cccc(S(=O)(=O)N2CCCCCC2)c1)Nc1ccccc1C(F)(F)F in Shn3 3UTR inh: 5.3

Continued:
SMILES	HIF-2a inh	Cardio protect	MITF TRPM1 inh	hiPSC survival	PDI inh	NR2E3 ag-1	CaV13 ICDI inh	NR2E3 ag-2	Peg3 prom inh	Shn3 3UTR inh	HTR2A ag
CC(C)Sc1nc2c(cnn2-c2ccccc2)c(=O)[nH]1	7.0	-3.8	-2.4	0.6	14.4	3.8	-5.8	-3.4	15.6	-7.4	2.4
CCN(CC)CCN1C(=O)C(=O)/C(=C(/O)c2ccc(S(=O)(=O)N3CCOCC3)cc2)C1c1ccc(C)cc1 (centres undefined)	2.9	4.2	1.6	1.0	3.4	-2.5	-2.3	-20.6	1.2	-2.5	-0.3
O=C(c1cccc([N+](=O)[O-])c1)c1ccc2c(c1)C(=O)NC2=O	2.0	17.7	3.2	0.6	-2.6	1.5	-6.4	15.6	-4.1	-12.2	7.8
O=C(NCc1ccccc1)c1cc(C2CCCCN2S(=O)(=O)Cc2ccccc2)on1 (centres undefined)	-3.0	-9.4	nt	-3.5	-3.7	nt	-15.1	26.5	11.0	9.2	-5.7
Cc1nn(C)cc1/C=N/NC(=O)CSc1ccccn1	2.3	2.4	-0.2	-0.6	0.1	0.7	-20.9	12.5	10.6	-39.1	-2.3
Cc1ccc(C)c2sc(NC(=O)c3ccc(N4C(=O)CCC4=O)cc3)nc12	-12.7	-7.9	nt	0.3	nt	1.0	-9.7	-15.8	-3.6	-9.5	6.6
COC(CNC(=O)CNC(=S)N(Cc1ccccc1)Cc1cccs1)OC	2.9	-8.2	3.1	-0.8	3.0	2.8	5.5	-20.8	12.1	-1.5	-0.2
Cc1ccc(CNC(=O)C2CCCN2S(=O)(=O)c2ccc(Cl)cc2)cc1 (centres undefined)	10.4	2.4	15.0	-0.8	-5.3	2.4	-2.4	11.2	4.9	-12.6	1.9
Cc1cccnc1NC(=S)NCCc1ccccc1	-325.0	-10.9	-98.2	0.5	1.8	-2.1	-7.0	-86.4	-222.2	-45.6	-9.8
COc1cc(/C=C2/C(=N)N3C(SC)=NSC3=NC2=O)ccc1OC(=O)c1ccco1	-159.2	-2.9	-21.1	0.0	-4.0	-1.4	-6.6	-66.2	-114.4	2.4	11.6
COCc1cc(=O)[nH]c(Sc2c(-c3ccccc3)c3ccc(Cl)cc3[nH]c2=O)n1	21.9	0.4	-6.7	3.1	3.0	7.1	-4.5	5.1	6.5	12.3	3.2
COC(=O)Cc1ccc(NC(=O)c2ccccc2Cl)cc1	-20.2	-8.0	-15.2	-3.5	3.9	4.3	-1.5	-13.7	-86.4	1.2	-2.9
CCN(CC)S(=O)(=O)c1ccc(OC)c(NC(=O)c2cn(CC)c3nc(C)ccc3c2=O)c1	16.9	1.2	-8.3	-1.2	0.2	1.8	-6.0	-8.4	7.8	-9.0	2.2
N=C1S/C(=C\c2cn[nH]c2-c2ccc(F)cc2)C(=O)N1c1ccccc1F	-222.0	4.2	-64.4	-1.6	-27.7	-0.9	-7.6	-35.0	-233.1	-115.2	-1.1
O=C(c1cc(C2CCCCN2S(=O)(=O)c2cccs2)on1)N1CCOCC1 (centres undefined)	13.2	0.6	nt	-1.4	-4.3	nt	-16.8	-52.7	-2.5	7.0	-2.5
O=C(Nc1ccc2c(c1)oc1ccccc12)c1ccncc1	-181.2	6.1	-43.6	-1.6	3.7	-2.6	-4.8	-22.1	-116.5	-5.6	-4.9
CC(=O)Nc1ccc(-c2ccnc3c2CC(C)(C(=O)NCCc2ccccc2)O3)cc1 (centres undefined)	12.1	6.8	nt	3.7	-8.0	nt	-5.6	-19.3	8.0	11.2	-4.0
Cc1ccc(NC(=O)C2COc3ccccc3O2)cc1C (centres undefined)	-331.3	-0.7	-63.8	-0.6	0.8	3.0	nt	0.3	-274.9	-71.3	-4.8
CCN(CC)CCNC(=O)c1ccc(NC(=O)c2c(C)nn(-c3ccc(F)cc3)c2Cl)cc1	3.4	3.4	-15.6	-0.1	-2.7	1.0	-2.7	-15.9	3.6	19.7	-12.2
O=C(CSc1nncn1-c1cccnc1)Nc1cccc([N+](=O)[O-])c1	1.1	-0.6	-2.4	-0.5	-2.8	-3.1	-2.9	-7.8	-4.8	-10.2	0.2
CCC(CO)Oc1cc(NC(=O)c2cccc(Cl)c2)c2ncn(C(C)C)c2c1 (centres undefined)	8.1	18.2	2.5	-2.7	-6.3	2.0	-10.1	-15.7	25.9	8.3	-0.7
COC(=O)c1c(-c2ccccc2)noc1-c1ccccc1	-128.6	-2.6	nt	-0.3	-2.6	-0.2	-20.0	-35.3	-53.5	nt	-4.1
CC(C)CC(=O)N1CCN(Cc2ccccc2Cl)CC1	13.3	3.3	-5.2	-0.5	1.4	0.5	-5.0	-22.9	4.4	6.3	1.7
CC(=O)N1CCCc2cc(S(=O)(=O)N(C)CCC#N)ccc21	5.0	-1.3	-4.2	-1.3	-51.0	0.8	0.9	-11.6	-2.5	13.4	0.2
CN(CC(=O)NNC(=O)Cc1ccccc1F)S(=O)(=O)c1ccc(Cl)cc1	14.4	3.4	8.3	0.0	7.2	-2.2	-14.7	-10.0	-6.2	-16.3	-1.1
CCOc1ccc(/C(O)=C2/C(=O)C(=O)N(Cc3cccnc3)C2c2ccc(N(C)C)cc2)c(C)c1 (centres undefined)	12.7	-3.2	3.0	1.5	6.1	0.3	-9.0	7.9	-1.5	-3.1	2.6
CN(C)/C=C/C=C1C(=O)CCCC1=O	10.8	-1.5	6.5	1.8	6.7	8.7	-3.6	18.2	9.8	9.7	1.0
COc1cc(OC)cc(C2=Cc3ccccc3C(CC(C)=O)N2c2ccc(C#CC3(O)CCCCC3)cc2)c1 (centres undefined)	11.3	nt	nt	-0.8	nt	nt	-7.3	-19.3	nt	nt	0.0
CCOc1ccc(/C=N/NC(=O)c2ccccc2O)cc1CN1CC2CC(C1)c1cccc(=O)n1C2 (centres undefined)	-25.8	13.7	-1.1	-0.2	nt	4.8	nt	-3.0	1.7	-38.8	0.0
Cc1ccc2oc(=O)c3cnn(CC(=O)N4CCN(c5ccccn5)CC4)c3c2c1	5.2	33.1	nt	-1.1	nt	-1.2	-5.5	-14.7	20.4	2.2	-3.0
COC(=O)c1cccc(NC(=S)NCCC2=CCCCC2)c1	-133.0	-5.9	7.4	-2.7	1.8	4.3	nt	91.0*	-17.7	82.7	-6.9
COC(=O)[C@@H]1C[C@@]2(O)[C@H](O)[C@H](O)[C@H](O)C[C@H]2N1Cc1ccc(C(F)(F)F)cc1	10.6	2.0	-6.6	2.1	0.4	4.2	-7.4	-7.2	0.0	-21.8	0.6
CCC1CCCCN1C(=O)CSc1nnc(N)s1 (centres undefined)	6.1	1.0	-0.3	-1.2	-2.6	nt	-4.9	-8.5	13.0	15.6	-2.7
COC(=O)C(C(=O)OC)C(C[N+](=O)[O-])c1ccc(OC)cc1 (centres undefined)	19.3	5.0	0.5	-1.4	4.3	2.5	-7.2	-7.8	9.8	-13.1	-0.2
CN(C)S(=O)(=O)c1ccc(C(=O)Nc2cc3c(cc2C(=O)O)OCCCO3)cc1	5.5	1.0	nt	-0.4	3.4	0.4	-3.3	-6.7	-2.6	-10.6	0.3
COc1cccc(CC2(CO)CCCN(Cc3ccc(-c4ccco4)cc3)C2)c1 (centres undefined)	15.1	9.7	3.7	0.3	-0.9	-3.1	-2.4	18.0	3.9	2.0	-5.2

Screens as filed in PubChem BioAssay.
